Assay outcomes deposited in PubChem BioAssay by several laboratories.
PERK inh – block of dimerizer-induced PERK translation repression, primary screen, PERK inhibitor project, CHO PERK-DD cells, SEAP luminescence, HTS. Eukaryotic translation initiation factor 2-alpha kinase 3 (Homo sapiens), Q9NZJ5. CHO PERK-DD fusion, SEAP luminescence translation reporter. inhibition, % at 5.6 µM. 220,000 tested, 0.17% active. AID 1416, 2008;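 active = inhibition above the mean inhibition of all tested compounds plus 3 SD, set separately per screening campaign, cut at about 2.9% in these data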;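 note: PERK kinase domain activated by AP20187 dimerizer at 100 nM; 0% = DMSO with dimerizer and 100% = rapamycin at 8.4 µM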
NPY2 pot ag – NPY-Y2 potentiators or agonists, primary screen, cell-based. cells expressing NPY-Y2, potentiator/agonist read-out. Neuropeptide Y receptor type 2 (Homo sapiens), P49146. AID 1359, 2008. 220,000 tested, 0.45% active. activation, % at 3.6 µM; in the data active = activation above about 27%;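 note: cells stimulated with NPY near EC25 plus isoproterenol at EC100; 0% = vehicle plus submaximal agonist and 100% = vehicle plus saturating agonist; some results beyond the cut were filed as inactive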
S1P4 agonist – S1P4 receptor agonists, primary screen, cell-based; S1P4-expressing cell line, agonist reporter assay; activation, % at 4.98 µM; 220,000 tested, 0.35% active; in the data active = activation above about 11%;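 note: 0% = DMSO vehicle and 100% = reference agonist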
Target sequence (O95977 whole entry, looked up): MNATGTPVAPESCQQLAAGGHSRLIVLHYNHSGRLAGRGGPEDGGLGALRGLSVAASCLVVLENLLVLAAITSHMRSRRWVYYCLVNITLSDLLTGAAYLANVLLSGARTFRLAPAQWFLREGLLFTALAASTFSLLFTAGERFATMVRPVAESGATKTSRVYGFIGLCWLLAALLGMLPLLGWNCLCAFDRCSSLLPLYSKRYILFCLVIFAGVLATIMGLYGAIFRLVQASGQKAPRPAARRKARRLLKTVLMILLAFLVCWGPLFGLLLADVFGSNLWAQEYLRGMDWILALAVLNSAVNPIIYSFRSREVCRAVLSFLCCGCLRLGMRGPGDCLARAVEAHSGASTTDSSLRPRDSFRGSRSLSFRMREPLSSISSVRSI
BaF3 tox – parental Ba/F3 cell viability inhibition, counter-screen for JAK2V617F inhibitor project, murine pro-B, CellTiter-Glo luminescence. CellTiter-Glo ATP luminescence. inhibition, % at 5.6 µM. 220,000 tested, 1.1% active. AID 1486, 2009;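 active = inhibition above a per-campaign cutoff, the mean inhibition of all tested compounds plus 3 SD, cut at about 27% in these data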;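 note: 0% = DMSO wells and 100% = JAK Inhibitor I control wells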
MDM2 E3 inh – MDM2-luciferase reporter signal enhancers, primary screen, MDM2 E3 ligase inhibitor project, cell-based, luminescence, 1536-well; cell-based MDM2 ubiquitination luciferase reporter, 2 h; 0 = plate control, 100 = twice control, blank-subtracted; E3 ubiquitin-protein ligase Mdm2 (Homo sapiens), Q00987; 210,000 tested, 0.11% active; signal enhancement, % at 5 µM;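 active = signal enhancement of 30% or more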;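 note: luminescence tracks abundance of the self-degrading MDM2-luciferase fusion protein; higher signal means inhibition of MDM2 E3 ligase activity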
Target sequence (Q00987 whole entry, looked up, the tested form may be a part): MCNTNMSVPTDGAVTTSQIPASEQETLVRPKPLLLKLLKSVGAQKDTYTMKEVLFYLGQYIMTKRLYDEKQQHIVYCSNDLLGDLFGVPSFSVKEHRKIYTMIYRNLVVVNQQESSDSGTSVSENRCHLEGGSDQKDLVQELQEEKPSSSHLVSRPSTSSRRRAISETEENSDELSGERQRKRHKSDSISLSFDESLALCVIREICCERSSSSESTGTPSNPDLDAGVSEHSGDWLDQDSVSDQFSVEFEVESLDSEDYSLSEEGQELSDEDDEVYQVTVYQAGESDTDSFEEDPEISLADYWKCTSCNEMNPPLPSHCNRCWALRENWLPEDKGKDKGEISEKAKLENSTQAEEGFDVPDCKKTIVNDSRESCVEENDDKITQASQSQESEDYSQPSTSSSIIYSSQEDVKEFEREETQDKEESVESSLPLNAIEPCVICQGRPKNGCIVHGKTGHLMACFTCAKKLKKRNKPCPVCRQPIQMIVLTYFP
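Assay system: stable mammalian line carrying autodegrading MDM2–luciferase fusion reporter; Input: 2000 cells in each well; Compound dosing: single-point 5 µM; Schedule: 2 h compound exposure at 37 °C; Signal: SteadyLite luciferase luminescence after 15 min room-temperature reagent incubation; Evaluation: % luminescence enhancement versus blank-corrected plate control mean; Benchmarks: plate controls and plate blanks.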
Wee1 stabilizer – Wee1 degradation inhibitors, primary screen, cell-based, HeLa, Wee1K328M-luciferase, luminescence; HeLa Luc-Wee1K328M stability; 100% = proteasome inhibitor MG132 effect; 220,000 tested, 1.2% active; AID 1321, 2008; Wee1-like protein kinase (Homo sapiens), P30291; reporter increase, % at 5 µM;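 active = activation above the mean of all tested compounds plus 3 SD, set per screening run, cut at about 8.8% in these data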;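 note: cells exposed to compound for 20 h before luminescence read; 0% = DMSO alone and 100% = MG132 at 30 µM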
S1P4 antag – S1P4 receptor antagonists, primary screen, cell-based. AID 1510, 2009. Sphingosine 1-phosphate receptor 4 (Homo sapiens), O95977. 220,000 tested, 0.26% active. S1P4-expressing cells, antagonist mode, reporter read-out. inhibition, % at 4.98 µM; in the data active = inhibition above about 29%;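 note: 0% = wells stimulated with agonist and 100% = vehicle wells without agonist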
eIF4E-4G inh – eIF4E–eIF4G protein interaction inhibitors, primary screen, biochemical, uHTS, TR-FRET, eIF4GI fragment; TR-FRET eIF4E-eIF4GI(517-606) binding, 2 h; inhibition, % at 21.7 µM; 220,000 tested, 0.37% active; AID 782, 2007;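 active = inhibition above about 30%, limit read from the data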;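 note: 0% = full FRET control wells and 100% = background wells lacking eIF4GI fragment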
Ba/F3 V617F tox – reduced viability of JAK2V617F-dependent Ba/F3 cells, primary screen, JAK2V617F inhibitor project, cell-based, Ba/F3 EpoR-JAK2V617F, luminescence; ATP luminescence; inhibition, % at 5.6 µM; 220,000 tested, 1.1% active;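 active = inhibition above the campaign mean plus 3 SD over all tested compounds, cut at about 24% in these data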;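 note: cytokine-independent growth of Ba/F3 cells driven by EpoR plus mutant JAK2; 0% = DMSO-treated cells and 100% = JAK inhibitor I control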
* marks the source's active call; other numbers are inactive results; . = not tested or not shown; [ ] = remark or other dose.

SMILES | PERK inh | NPY2 pot ag | S1P4 agonist | BaF3 tox | MDM2 E3 inh | Wee1 stabilizer | S1P4 antag | eIF4E-4G inh | Ba/F3 V617F tox
CC(=O)Nc1ccc(S(=O)(=O)N2CC3(C)CC2CC(C)(C)C3)cc1 (centres undefined) | 0.0 | 2 | 0.7 | 4 | 2 | 0 | -1 | -1 | -1
CCc1nn(CC(=O)O)c(=O)c2ccccc12 | -0.4 | 2 | -0.5 | 2 | -18 | 6 | -19 | 4 | -1
COc1ccc(Cl)cc1NC(=O)CSc1nnc(-c2ccncc2)n1CC1CCCO1 (centres undefined) | -0.8 | 5 | -1.0 | -1 | -26 | -2 | -38 | -9 | -1
CNC(=O)c1[nH]cnc1C(=O)N[C@@H](C)C(=O)OC(C)(C)C | 0.6 | -3 | 1.2 | 2 | . | 6 | 7 | 1 | -1
O=C(CSc1ccccc1)NCCCc1ccccc1 | 1.5 | -7 | -1.7 | 3 | -15 | 3 | 3 | 2 | 2
COc1ccc(N(CN2C(=O)C3CCCCC3C2=O)C(=O)c2ccco2)cc1 (centres undefined) | 0.6 | 12 | -0.4 | -3 | -10 | 5 | 2 | -2 | -6
Cn1c(NCC(O)c2ccccc2)nc2c1c(=O)n(Cc1ccc(Cl)cc1)c(=O)n2C (centres undefined) | -1.0 | 6 | -1.5 | 3 | -14 | -1 | -15 | 2 | 0
COc1ccccc1NS(=O)(=O)c1cccc(C(=O)NCc2ccco2)c1 | -0.1 | 7 | -2.0 | 10 | -4 | 1 | -14 | 1 | 0
CCC(NS(=O)(=O)c1cn(C)nc1C)c1ccccc1 (centres undefined) | 1.0 | 9 | -1.4 | 5 | -24 | 7 | -8 | -1 | 3
CCCCCCCC(=O)NNC(=O)CCC(=O)O | -0.4 | -11 | -1.1 | 2 | -18 | 1 | -22 | 7 | 6
Cc1ccc(N(CC(=O)O)S(C)(=O)=O)cc1Cl | 1.7 | -4 | -2.8 | 6 | -8 | -2 | -5 | -22 | 2
COc1ccc(/C(N)=N/OC(=O)Cc2ccccc2[N+](=O)[O-])cc1 | 1.2 | -11 | 0.9 | 2 | 8 | 1 | -7 | -1 | -1
CCC(c1nnnn1C1CCCC1)N1CCN(Cc2ccccc2)CC1 (centres undefined) | -1.1 | -9 | 2.1 | 3 | -3 | -1 | 10 | 4 | -1
CCN(CC)CC#CC(C)(C)OC(C)=O | 1.8 | 9 | -0.3 | 8 | . | -1 | -17 | . | -2
COC(=O)C1=C(C)NC(=O)CC1c1ccc(C(=O)OC)cc1 (centres undefined) | -1.1 | 0 | -4.2 | 3 | 11 | 1 | 2 | 2[fluorescence artefact?] | -3
COc1ccc(-n2c(-c3cccc(OC)c3)nc(=S)c3c2CCCC3)cc1 | 1.6 | -16 | -0.8 | 0 | -5 | -1 | -3 | -1 | 0
COc1ccc(CC(=O)NNC(=S)Nc2ccc(Br)cc2)cc1 | 0.6 | 8 | 1.4 | 5 | -22 | 1 | -4 | 4 | 1
O=C(Nc1ccc(F)cc1)C1C(c2ccccc2)C1(Cl)Cl (centres undefined) | 1.8 | 15 | 0.3 | 3 | -4 | -1 | -7 | 8 | -7
CSc1n[nH]c2nc3c(c(=O)n12)C1(CCCC1)Cc1ccccc1-3 | 0.4 | 5 | -0.5 | -1 | -3 | -2 | -6 | 7[fluorescence artefact?] | -2
COC(=O)CN1C(c2cccc(Cl)c2)=Nc2ccc(Cl)cc2C1c1ccccc1 (centres undefined) | 0.0 | -21 | -0.2 | 6 | -16 | 1 | 2 | 0 | -2
O=C(/C=C/c1ccccc1Cl)NCc1cccs1 | 0.2 | -8 | 0.1 | 2 | -10 | -3 | 3 | -2 | 1
CCOC(=O)C1CN(S(C)(=O)=O)c2cc(CC(=O)OC)ccc2O1 (centres undefined) | 0.4 | 7 | 1.8 | 7 | 6 | 2 | -12 | 3 | 1
Cc1cc(C)nc(Sc2nc(Cl)nc(N(c3ccccc3)c3ccccc3)n2)n1 | 0.2 | -2 | -2.7 | 1 | -22 | -1 | -10 | -2 | 0
CCOC(=O)C1=C2SCCN2C(=O)C(C#N)C1(C)C (centres undefined) | 0.1 | 10 | -1.5 | -2 | 0 | -3 | -13 | -1 | -1
CNC(=S)N/N=C/c1cc(Br)cc(Br)c1O | 0.4 | 8 | 3.9 | 4 | -10 | 5 | -14 | 3[fluorescence artefact?] | -2
C=CCOn1c(=O)c(-c2ccccc2)[n+]([O-])c2ccccc21 | 0.5 | -1 | -1.6 | 6 | -4 | 5 | 4 | 1 | 2
CCC(=O)N1N=C(c2ccc(C)o2)CC1c1ccc(OC)cc1 (centres undefined) | 0.9 | 10 | 0.0 | 3 | . | 4 | -15 | -1 | 1
O=C(CSc1nnc2ccc(-c3ccccc3)nn12)NCC1CCCO1 (centres undefined) | 1.5 | 2 | 2.0 | 1 | -5 | 1 | -4 | -7 | -2
CCn1c(C(=O)N2CCc3ccccc3C2)cc2sccc21 | 0.4 | -5 | -1.1 | 8 | -6 | 0 | 2 | 4 | -2
C=CCn1c(=O)/c(=C\c2ccccn2)s/c1=C(/C#N)C(=O)NCC1CCCO1 (centres undefined) | -0.6 | 2 | 2.4 | 3 | -14 | 6 | -10 | -1 | -3
CCCNC(=O)NC(=O)COC(=O)CC(NC(N)=O)c1ccc(Cl)cc1 (centres undefined) | 0.3 | -2 | 0.8 | 5 | 7 | 6 | -35 | 3 | 0
COc1cc(OC)cc(C(=O)NCc2ccc3[nH]c(C)cc3c2)c1 | 0.1 | -3 | 1.6 | 10 | -10 | -3 | 1 | -5 | 3
Clc1ccc(N/N=C/c2cccnc2)cc1 | 0.7 | 5 | -2.1 | 5 | -11 | -2 | -1 | -10 | 0
CCOCC(=O)N1CCC(Cc2ccccc2)CC1 | -0.1 | -11 | 1.4 | 10 | -5 | -3 | -6 | 2 | 6
CCc1nnc(NC(=O)CSc2nnc(-c3cc4ccccc4cc3O)n2CC)s1 | -0.3 | 15 | 0.1 | 1 | 5 | 2 | -28 | -1 | -2
CCC(=O)Nc1ccc(Br)c(Cl)c1 | 1.8 | 5 | -0.7 | 0 | -3 | 5 | -12 | 1 | -1
Cc1ccccc1CSc1nnc(-c2cccs2)n1Cc1ccco1 | -0.7 | -7 | -0.1 | 1 | -10 | 1 | 6 | 1 | -1
Cc1cccc(-n2cnc3sc(C)c(C)c3c2=O)c1 | -0.6 | -12 | -0.4 | -3 | 7 | -2 | 13 | 0 | -5
O=C(CSc1n[nH]c(-c2cccs2)n1)N1CCN(S(=O)(=O)c2ccccc2)CC1 | 0.8 | -11 | 0.6 | 4 | -10 | -2 | -5 | 7 | 1
COc1cccc(/C=C(/C(=O)OCC(=O)NC2CCCCCCC2)c2ccccc2)c1 | 0.4 | -21 | -0.3 | 3 | -12 | -2 | -17 | 1[fluorescence artefact?] | -2

Exported with two lines to a compound: entries from further up.
Order of results – PERK inh	NPY2 pot ag	S1P4 agonist	BaF3 tox	MDM2 E3 inh	Wee1 stabilizer	S1P4 antag	eIF4E-4G inh	Ba/F3 V617F tox
> Cn1c(NCC(O)c2ccccc2)nc2c1c(=O)n(Cc1ccc(Cl)cc1)c(=O)n2C (centres undefined)
  -1.0	6	-1.5	3	-14	-1	-15	2	0
> COc1ccccc1NS(=O)(=O)c1cccc(C(=O)NCc2ccco2)c1
  -0.1	7	-2.0	10	-4	1	-14	1	0
> CCC(NS(=O)(=O)c1cn(C)nc1C)c1ccccc1 (centres undefined)
  1.0	9	-1.4	5	-24	7	-8	-1	3

The listing continues:
SMILES | PERK inh | NPY2 pot ag | S1P4 agonist | BaF3 tox | MDM2 E3 inh | Wee1 stabilizer | S1P4 antag | eIF4E-4G inh | Ba/F3 V617F tox
CCOC(=O)c1sc(NC(=O)CSc2nnnn2-c2ccc(C)cc2C)nc1C | -0.1 | 8 | 2.3 | 2 | -2 | 6 | -17 | -7 | -2
COc1ccc2cc(C#N)c(SCC(=O)NNC(=O)Cc3ccccc3)nc2c1 | -0.1 | 3 | -1.0 | 4 | -7 | -1 | -13 | -63[fluorescence artefact?] | 5
CC1(C)Nc2ccccc2C(=O)N1NS(=O)(=O)c1ccccc1 | 0.9 | -12 | -1.8 | 4 | -4 | 11* | -9 | 4[fluorescence artefact?] | -1
CCOc1ccccc1NC(=O)CCCN1C(=S)NC(C)(C)CC1C (centres undefined) | -0.2 | 5 | 1.3 | 1 | -9 | 1 | 4 | 0 | -4
O=C(Nc1cnn(Cc2ccccc2)c1)c1nc2ncccn2n1 | 0.9 | 17 | 1.8 | 5 | -18 | 0 | -12 | 1 | 1
COC(=O)C1=C(C)NC2=C(C(=O)CCC2)C1c1cccs1 (centres undefined) | 1.1 | -2 | 0.7 | 5 | 2 | -2 | -10 | -13 | -1
CCOC(=O)Cn1c(-c2ccc(Cl)nc2)nc2ccccc21 | 0.1 | -6 | 2.8 | 3 | -17 | -3 | -21 | 1 | 0
COc1ccc(CC(=O)NNC(=O)c2ccc(NC(C)=O)cc2)cc1 | 0.6 | 3 | -0.4 | 0 | -15 | 5 | 2 | 1 | 0
COCCNC(=O)c1onc(CSc2cccc(C)c2)c1C(=O)O | 1.0 | -23 | 2.2 | 5 | -16 | 1 | 4 | -5 | -5
CN(C)CCCNC(=O)/C=C/c1ccc(OCc2c(F)cccc2Cl)cc1 | 0.0 | -14 | 0.5 | 8 | 16 | 5 | -22 | 4 | 1
COc1ccc(NC(=O)CN2C(=O)C(C)SC(C)C2=O)cc1 (centres undefined) | 0.6 | 2 | -0.8 | 2 | -10 | -1 | 7 | 1 | 0
c1cnc2ccc(C(c3nnnn3C3CCCC3)N3CCN(c4nc5ccccc5s4)CC3)cc2c1 (centres undefined) | -2.2 | 3 | -1.0 | 7 | -9 | -1 | 13 | -27 | -1
Cc1cc(NS(=O)(=O)c2ccc(Nc3nc(-c4ccc(O)cc4)cs3)cc2)no1 | 2.0 | -8 | -0.1 | 5 | -5 | -4 | -6 | 6[fluorescence artefact?] | 0
CCOC(=O)C(C(=O)OCC)C(C)(C)/C(C)=N\Nc1ccc([N+](=O)[O-])cc1[N+](=O)[O-] | 0.1 | 3 | 0.1 | 6 | -2 | -2 | -1 | 12[fluorescence artefact?] | -3
COCCn1c(-c2ccccc2Cl)nc2c(c(=O)c3ccccc3n2C)c1=O | -0.6 | -4 | 0.8 | 5 | 3 | -1 | -10 | 4 | 2
Cc1cccc(CC2CC(=O)N(c3ncccn3)C2=O)c1 (centres undefined) | 0.6 | 13 | 0.7 | 2 | -3 | 4 | -27 | -7 | -3
Cc1ccc(Cn2cccc2/C=N/NC(=S)Nc2ccc(C)cc2)cc1 | 0.3 | 6 | -0.4 | 5 | -11 | -1 | -1 | -3 | 3
